Bioassay records (PubChem)
Mot1-301 SUMO: inhibitors of SUMOylation pathway: yeast Mot1-301 growth rescue; growth rescue, % at 18.8 µM; S. cerevisiae Mot1-301 growth rescue, ATP luminescence, 38.5C; percent above DMSO median, 100 means doubled; 320,000 compounds, 1% hits; AID 2716;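 active means every valid replicate shows activation above 250% relative to neutral control wells; inactive means the rest, any valid replicate at or below 250%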;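 further: OY570 slx delta 5 strain wells were the positive control but not used for scaling; some compounds called inactive have numbers as strong as hits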
Cardiac RTF inh: cardiac RTF calcium desensitization. P19429+P45379. IANBD-labeled cardiac RTF, Ca2+ fluorescence. inhibition, % at 7.15 µM. 340,000 compounds, 0.12% hits;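 active means inhibition above the mean inhibition of all tested compounds plus 3 SD, cut at about 17% in these data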;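 further: assay run at fixed EC70 calcium of 1.6 mM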
Rtt109 Vps75: inhibitors of Candida albicans Rtt109/Vps75 histone acetyltransferase. Q5AAJ8. purified Rtt109/Vps75, ThioGlo CoA-SH fluorescence, 4 h. inhibition, % at 34.9 µM. 330,000 compounds, 0.16% hits. AID 540336;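 active means inhibition of at least 50% in every replicate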
dFosB act: enhances mouse delta FosB homodimer DNA binding; purified delta FosB, TAMRA-CDK5 oligo fluorescence polarization; percent of positive-control signal above neutral wells; P13346; activation, % at 25 µM; 340,000 compounds, 0.99% hits;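 active means mean activation above about 17%, with every replicate also reaching it, limit read from the data, passing the limit was not always enough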;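 further: fluorescence polarization rise as delta FosB binds a TAMRA Cdk5 AP-1 oligo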
Target sequence (P13346 whole entry, looked up): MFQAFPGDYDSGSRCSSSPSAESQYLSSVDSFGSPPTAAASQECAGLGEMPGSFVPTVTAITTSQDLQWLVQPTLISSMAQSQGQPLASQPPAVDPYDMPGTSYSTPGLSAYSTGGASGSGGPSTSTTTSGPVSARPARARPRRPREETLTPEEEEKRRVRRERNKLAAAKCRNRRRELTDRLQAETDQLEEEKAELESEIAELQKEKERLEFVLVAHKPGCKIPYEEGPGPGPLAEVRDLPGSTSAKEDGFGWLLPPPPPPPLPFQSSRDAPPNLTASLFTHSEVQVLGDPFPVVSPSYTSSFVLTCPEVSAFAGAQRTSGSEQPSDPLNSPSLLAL
PvdQ acylase: blocks Pseudomonas aeruginosa PvdQ acylase activity; purified PvdQ acylase, fluorescence plate reader; inhibition, % at 10 µM; 340,000 compounds, 0.063% hits; AID 488965; in the data active means inhibition above about 30%, passing the limit was not always enough;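 further: 0% = vehicle neutral wells and 100% = reference inhibitor wells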
PfHsp90 set2: inhibits growth of yeast expressing Plasmodium falciparum Hsp90 | S. cerevisiae expressing PfHsp90, BacTiter-Glo ATP, 48 h; yeast lacking PDR1 and PDR3 efflux regulators | inhibition, % at 9.4 µM | 310,000 compounds, 0.32% hits | AID 504621;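 active means every replicate shows inhibition above about 80%, whatever the replicate mean, limit read from the data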;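 further: 0% = DMSO neutral controls and 100% = 20 µM radicicol positive controls; yeast relying on Plasmodium falciparum Hsp90 in place of its own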
CDK5 p35 inh: CDK5/p35 (human) kinase inhibition | AID 488839 | inhibition, % at 10 µM | Q00535+Q15078 | Recombinant CDK5/p35, ADP-Glo luminescence, 60 min | 330,000 compounds, 0.01% hits;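 active means highest replicate inhibition of at least 50% and at least 75% of replicates reaching 50%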;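 further: plate controls were DMSO neutral control for no effect and GW8510 at 10 µM for full effect; many of its hits are not listed in these tables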
NSD2 inh: NSD2 (human) methyltransferase inhibition; 310,000 compounds, 0.54% hits; inhibition, % at 12.5 µM; AID 743445; O96028; NSD2 peptide methylation, AlphaScreen, 120 min; in the data active means inhibition above about 50%
C-LANA FP: blocks KSHV LANA C-terminal domain binding to DNA; inhibition, % at 9 µM; MBP-C-LANA/FAM-LBS DNA binding, fluorescence polarization; 340,000 compounds, 0.078% hits;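 active means highest replicate inhibition at or above 60% at 9 µM, even if other replicates fall short; inactive means all replicates below 60% inhibition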;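 further: 0% = neutral control wells and 100% = 4 µM acridine orange control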
Keap1-Nrf2 PPI: disrupts human Keap1 binding to Nrf2 peptide; Q14145; Keap1 Kelch-Nrf2 peptide fluorescence polarization, 1536-well; inhibition, % at 9.4 µM; 340,000 compounds, 0.15% hits; AID 504523; in the data active means inhibition above about 12%;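 further: human Keap1 Kelch domain with fluorescein labeled Nrf2 9mer peptide probe; 0% = neutral control wells and 100% = peptide positive control; higher means more block of Keap1 binding to Nrf2 peptide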
Target sequence (Q14145 whole entry, looked up, the tested form may be a part): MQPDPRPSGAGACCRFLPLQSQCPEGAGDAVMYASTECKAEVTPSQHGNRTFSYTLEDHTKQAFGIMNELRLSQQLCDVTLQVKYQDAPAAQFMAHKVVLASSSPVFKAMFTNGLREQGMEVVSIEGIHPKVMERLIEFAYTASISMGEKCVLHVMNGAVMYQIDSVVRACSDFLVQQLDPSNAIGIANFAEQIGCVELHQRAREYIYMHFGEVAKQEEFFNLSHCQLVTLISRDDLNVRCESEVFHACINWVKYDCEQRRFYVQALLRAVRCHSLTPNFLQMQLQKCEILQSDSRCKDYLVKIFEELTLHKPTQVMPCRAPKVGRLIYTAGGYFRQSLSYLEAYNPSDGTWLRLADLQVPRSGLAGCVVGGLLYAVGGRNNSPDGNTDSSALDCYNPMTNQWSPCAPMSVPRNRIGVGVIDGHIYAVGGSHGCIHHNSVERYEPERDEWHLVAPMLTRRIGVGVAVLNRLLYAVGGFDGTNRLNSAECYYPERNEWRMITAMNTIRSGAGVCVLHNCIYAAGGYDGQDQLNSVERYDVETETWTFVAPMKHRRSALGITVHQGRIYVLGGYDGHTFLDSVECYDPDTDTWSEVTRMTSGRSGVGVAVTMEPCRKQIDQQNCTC
RTF Ca sens act: increases calcium sensitivity of human cardiac regulated thin filaments | activation, % at 7.2 µM | AID 493008 | IANBD-labeled TnC RTF fluorescence at EC20 calcium; 0% EC20 calcium, 100% full calcium | 340,000 compounds, 0.24% hits | P19429+P45379;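 active means activation above the mean over all tested compounds plus 3 SD, cut at about 30% in these data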;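 further: rise in fluorescence read as greater calcium sensitivity of cardiac thin filaments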
* marks the source's active call; other numbers are inactive results; . = no result given.

SMILES	Mot1-301 SUMO	Cardiac RTF inh	Rtt109 Vps75	dFosB act	PvdQ acylase	PfHsp90 set2	CDK5 p35 inh	NSD2 inh	C-LANA FP	Keap1-Nrf2 PPI	RTF Ca sens act
Cc1cccc(N2CCC3(CC2)C(=O)NC(=O)NC3=O)c1	.	-4.9	-1.2	-1.3	-14.4	11.6	-4.3	-0.8	-5.4	-4.2	-6.0
Clc1ccc(CNC2CN3CCC2CC3)cc1 (stereo unspecified)	-0.2	0.1	-3.5	4.2	-8.2	13.6	0.7	-2.1	-1.9	-1.2	3.6
COC(=O)C1=C(c2ccc(F)cc2F)C[C@@H]2CC[C@H]1N2C(=O)NCc1ccc(C(F)(F)F)cc1	6.3	-9.6	-0.1	-7.5	0.2	0.8	-1.5	.	4.5	-5.8	6.0
Cc1ccccc1C(O)(Cc1ccccc1)C1CN2CCC1CC2 (stereo unspecified)	171.4	5.8	-1.5	-2.1	-6.9	-3.8	-0.4	3.3	-2.1	2.7	-0.8
O=C(Cc1cc(=O)[nH]c(=O)[nH]1)N1CCN(CCO)CC1	.	-0.7	-5.3	1.2	1.4	18.3	2.6	.	2.2	-0.4	-1.4
C=CC[N+]1(C)C2CCC1CC(O)C2 (stereo unspecified)	.	-8.9	-5.3	-1.5	-10.5	3.2	0.3	-2.9	-0.4	1.7	-2.1
CC(C)c1ccc(N2C(=O)NC(=O)/C(=C/C=C/c3ccco3)C2=O)cc1	2.2	-18.1	-12.0	-8.8	-1.2	-6.2	-0.9	43.5	-4.0	-11.6	18.6
O=P(Nc1cccnc1)(Oc1ccccc1)Oc1ccccc1	-10.5	6.0	0.4	-0.1	17.4	-3.5	1.7	35.4	2.0	-1.1	1.5
Cc1ccc(C)c(NC(=O)CSc2nnc([C@@H](N)Cc3c[nH]c4ccccc34)o2)c1	-30.3	4.8	6.9	-7.2	11.4	14.5	-1.6	-8.3	-0.9	-5.9	2.5
CCCNS(=O)(=O)c1ccc(OCC(=O)N2CCN(C)CC2)cc1	7.4	-22.2	26.1	-7.7	2.6	7.5	-0.6	2.9	-0.7	-0.9	1.2
CSc1ccc(CN2CCN(c3ccccc3C)CC2)cc1	4.2	0.6	5.6	-3.4	2.8	15.6	1.5	2.4	3.1	-0.5	-1.2
COc1ccccc1N(CC(=O)NC1CCCCC1)C(=O)c1cnn(C(C)C)c1	-7.5	-2.5	-2.1	6.5	7.1	7.8	0.2	-1.9	1.2	-2.4	-4.0
COC(=O)C1=C(c2cccc(C#N)c2)C[C@@H]2CC[C@H]1N2C(=O)N1CCCC1	15.4	-13.9	-2.1	3.1	-7.8	0.5	1.1	.	1.5	-0.2	2.7
CC1(C)C2SCC(=O)N2CCN1CC(=O)NN (stereo unspecified)	0.0	0.6	-1.4	-3.8	-12.0	-8.7	-0.5	35.6	0.5	0.1	1.5
Cc1c(NC(=O)C(C)OC(=O)Cc2ccccc2)c(=O)n(-c2ccccc2)n1C (stereo unspecified)	-9.9	-5.0	-14.1	-1.7	-4.8	9.0	0.5	-3.0	-1.0	3.8	-3.0
CCOC(=O)C1(CCc2ccccc2)CCN(Cc2ccco2)CC1	-12.2	-5.8	.	-6.2	3.4	16.9	0.0	0.6	-0.5	-6.1	-2.5
O=C(C1CCN(c2nc3ccc(Br)cc3s2)CC1)N1CCC2(CC1)OCCO2	6.2	7.5	-10.4	-11.1	-4.1	4.7	-2.8	-3.2	0.8	-0.5	8.1
CC1=NN=C(c2ccc(N)cc2)c2cc3c(cc2C1)OCO3	199.2	-12.0	-6.3	4.9	-9.3	19.8	1.0	.	-0.5	-5.8	7.6
Cc1ccc(NC(=O)CCNC(=O)N2C[C@H]3C[C@@H](C2)c2cccc(=O)n2C3)c(C)c1	-4.5	4.1	-11.5	-1.4	0.3	-13.4	3.2	.	-0.4	-7.0	3.7
Cc1cccc(NP(C)(=O)c2nc3c(s2)CCCC3)c1 (stereo unspecified)	3.1	-11.3	.	5.5	-5.0	17.0	-2.0	-0.6	-0.3	-6.1	-0.6
COC(=O)C1=C(c2ccc(F)cc2F)C[C@@H]2CC[C@H]1N2C(=O)N1CCOCC1	-1.8	-7.3	3.9	3.5	3.8	14.3	0.1	.	0.2	0.7	-5.3
CC(=O)OC1N=C(c2ccccc2)c2ccccc2NC1=O (stereo unspecified)	6.3	-3.9	3.5	-3.3	2.1	-8.9	0.3	-0.8	-1.4	3.3	0.5
C[C@]12C=CC(=O)C=C1CC[C@@H]1[C@@H]2CC[C@]2(C)C(=O)CC[C@@H]12	.	-3.9	-2.9	0.9	6.2	-7.3	0.2	.	1.9	-6.1	2.2
CC(Cl)(Cl)/C(=N/P(=S)(N1CCOCC1)N1CCOCC1)N1CCOCC1	-6.5	-2.9	-0.5	-0.3	-4.0	-2.4	0.1	-1.8	-2.5	-3.0	4.1

Single records, from the list above. Order of screens: Mot1-301 SUMO	Cardiac RTF inh	Rtt109 Vps75	dFosB act	PvdQ acylase	PfHsp90 set2	CDK5 p35 inh	NSD2 inh	C-LANA FP	Keap1-Nrf2 PPI	RTF Ca sens act
Shown for CC1=NN=C(c2ccc(N)cc2)c2cc3c(cc2C1)OCO3 : 199.2	-12.0	-6.3	4.9	-9.3	19.8	1.0	.	-0.5	-5.8	7.6
Shown for Cc1cccc(NP(C)(=O)c2nc3c(s2)CCCC3)c1 (stereo unspecified) : 3.1	-11.3	.	5.5	-5.0	17.0	-2.0	-0.6	-0.3	-6.1	-0.6

Remaining list, next part
SMILES	Mot1-301 SUMO	Cardiac RTF inh	Rtt109 Vps75	dFosB act	PvdQ acylase	PfHsp90 set2	CDK5 p35 inh	NSD2 inh	C-LANA FP	Keap1-Nrf2 PPI	RTF Ca sens act
CN(C)C(Cc1ccc(C#N)cc1)C(=O)c1ccccc1 (stereo unspecified)	12.9	3.2	-5.7	1.0	-6.7	-14.3	-0.1	-0.2	0.9	-3.6	-4.3
CCOc1ccccc1-n1c(O)c(C=NCc2ccc3c(c2)OCO3)c(=O)[nH]c1=O	-4.9	-5.2	7.0	2.5	-8.3	22.2	2.5	-9.0	0.4	-1.7	8.7
Clc1ccccc1CN1CCN(c2ccccc2)CC1	-11.4	-3.5	2.8	2.6	-4.0	-10.1	-2.1	2.5	0.0	0.1	-3.5
COC(=O)C1C2c3ccccc3C(c3ccccc32)C1C(=O)OC (stereo unspecified)	-11.2	-8.9	-0.5	1.7	-6.7	25.3	0.8	.	2.0	-4.9	-6.6
CN1CCN(C(=O)COc2ccc3ccccc3c2Br)CC1	-3.2	-8.3	4.8	0.3	-9.2	-11.6	0.3	0.7	-0.6	2.4	9.9
O=c1cccc2n1CC1CC2CN(S(=O)(=O)c2ccc(F)cc2)C1 (stereo unspecified)	-14.9	-4.0	-11.8	1.7	-15.6	-34.1	-0.4	-0.4	-0.8	-5.5	7.1
Cc1c(C(=O)N2CCC3(CC2)OCCO3)sc2ncnc(N3CCN(c4ccccn4)CC3)c12	405.6	-26.5	-5.4	-6.3	-12.4	-27.9	0.0	.	3.1	-4.5	1.4
C[C@H](NC(=O)N1C[C@H]2C[C@@H](C1)c1cccc(=O)n1C2)C(=O)Nc1cccc(F)c1	-11.9	2.8	-2.3	-8.3	-6.9	3.3	0.4	.	0.7	-3.5	7.2
O=c1c2ccccc2nc(/C=C/c2ccc3c(c2)OCO3)n1-c1ccccc1	143.2	-4.5	-6.0	-12.4	-6.1	-107.8	0.3	-4.4	-0.9	-1.4	7.5
Cn1ncnc2c(=O)n(C)c(=O)nc1-2	-8.1	1.3	18.2	-6.0	8.0	-4.2	0.3	4.7	10.9	-18.6	-0.4
O=C1CCCC2C3CCCN4CCCC(CN12)C34 (stereo unspecified)	202.0	-9.0	6.0	-1.2	0.6	-14.8	1.1	.	4.6	4.6	6.7
Cc1ccc(NP(=O)(Nc2ccc(C)cc2)Oc2ccccc2)cc1	-24.9	-5.5	-0.9	-6.1	-6.5	-10.2	0.7	-2.9	-0.8	3.2	0.5
C/C(=N\N1CCCCCC1)c1c(O)n(-c2ccc(C)cc2)c(=O)[nH]c1=O	-1.1	-13.8	19.4	-3.0	6.7	10.5	-0.1	-2.7	0.8	-0.2	-5.6
c1cc2c(cc1CCNC1C3CC4CC(C3)CC1C4)OCO2 (stereo unspecified)	-18.0	1.4	-4.9	5.1	-19.9	.	-0.5	.	0.7	-5.3	1.5
COc1nc(NC(C)C)nc(NC(C)C)n1	-16.8	1.9	-2.7	1.5	-14.4	-2.0	-0.3	-2.0	0.5	4.3	-0.3
CC1CN1P1(=O)OCC(C)([N+](=O)[O-])CO1 (stereo unspecified)	.	-4.3	6.7	-0.8	-4.3	-3.9	7.0	-0.4	-1.5	-4.3	-3.2
CCCC(=O)Nc1ccc(N2CCN(CC)CC2)c(Cl)c1	-10.9	-3.8	0.4	4.3	-13.7	.	0.9	6.0	1.4	-2.6	8.6
CN1CCC(c2c[nH]c3ccc(O)cc23)CC1	.	9.4	2.0	2.7	1.6	-0.7	-0.4	.	-2.8	-1.2	2.6
CC(=NCCCN1CCOCC1)c1c(O)[nH]c(=O)[nH]c1=O	191.8	-8.3	-7.0	1.0	-12.4	-14.8	0.7	-4.7	-1.0	-4.3	-0.9
CCOC(=O)Cn1cc(C=C2C(=O)N(C)C(=O)N(C)C2=O)c2ccccc21	-8.8	-7.2	-2.2	-5.8	6.4	6.9	3.6	-2.1	1.6	-3.1	-0.5
Cc1ccc2occ(CN3CC4CC(C3)c3cccc(=O)n3C4)c(=O)c2c1 (stereo unspecified)	-1.3	-2.9	7.4	-5.8	-8.5	16.1	-0.4	0.1	-0.6	2.5	0.1
O=C1NC2C(=CC(O)C(O)C2O)c2cc3c(c(O)c21)OCO3 (stereo unspecified)	.	-1.9	-19.3	6.0	-6.3	12.6	-1.9	0.6	0.1	-2.6	-1.1
COC(=O)C1=C(c2cc3ccccc3s2)C[C@@H]2CC[C@H]1N2C(=O)NCC1CC1	-0.4	-4.7	7.3	-0.9	1.8	5.2	1.8	.	-0.3	-4.9	-3.0
O=C(N=Nc1c(O)[nH]c(=O)[nH]c1=O)C1COc2ccccc2O1 (stereo unspecified)	-17.2	-2.5	-5.6	1.0	-16.7	-2.2	0.1	3.0	-0.2	-1.1	-3.6
CCC1C2CC3C4N(C)c5ccccc5C45CC(C2C5O)N3[C@@H]1O (stereo partly specified)	5.3	-6.7	5.3	5.6	-9.8	-10.1	0.1	-0.4	-0.2	-0.6	-3.0
CN1CCN(c2ccc(C(F)(F)F)cc2N)CC1	4.1	-10.6	0.2	-9.6	-2.8	-5.2	-0.3	-1.0	-0.2	-4.4	4.5
CCCCn1c(=O)c(C=Nc2cc([N+](=O)[O-])ccc2OC)c(O)n(CCCCl)c1=O	1.6	-4.7	2.4	-3.0	-5.0	-9.7	-0.9	0.8	-1.4	-0.9	-5.3
CC1c2ccccc2-n2nncc2CN1C (stereo unspecified)	.	-9.7	-2.5	2.5	-22.0	4.1	0.1	.	2.4	-2.2	-0.5
CC1(C)CC(=O)C=C(NCCN2CCN(C(=O)Cc3ccc(Cl)cc3)CC2)C1	-21.1	-5.0	-7.9	-4.3	-3.5	-2.5	-1.4	-2.1	-0.8	2.2	-0.2

Some of the compounds tested; count on the stated rates, not on these rows.
